# High-throughput results deposited in PubChem by several laboratories.
# Runt-SMMHC FRET – inhibitors of RUNX1 Runt–CBFb-SMMHC binding, primary screen, biochemical, FRET, Cerulean-Runt, Venus-CBFb-SMMHC, uHTS. 0.74% of 220,000 active. Cerulean-Runt/Venus-CBFb-SMMHC FRET ratio 530/480, 1 h. Runt-related transcription factor 1 (Homo sapiens) + Core-binding factor subunit beta …. inhibition, % at 20 µM;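 active means mean inhibition across duplicate retests at 20 µM reaching about 50%, limit read from the data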;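 further: 0% = DMSO wells and 100% = wells with excess untagged CBFb-SMMHC; inhibitors lower the FRET ratio by blocking Runt binding to CBFb-SMMHC; some results filed as inactive read as strong as hits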
# Wee1 stabilizer – Wee1 degradation inhibitors, primary screen, cell-based, HeLa, Wee1K328M-luciferase, luminescence; 1.2% of 220,000 active; HeLa Luc-Wee1K328M stability; 100% = proteasome inhibitor MG132 effect; reporter increase, % at 5 µM; AID 1321, 2008;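 active means activation above the mean of all tested compounds plus 3 SD, set per screening run, cut at about 8.8% in these data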;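 further: cells exposed to compound for 20 h before luminescence read; 0% = DMSO alone and 100% = MG132 at 30 µM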
# FXIa inh 1536 – human FXIa protease inhibitors, primary screen, biochemical, 1536-well; purified FXIa, Boc-Glu-Ala-Arg-AMC fluorogenic substrate; inhibition, % at 5 µM; 0.14% of 220,000 active; AID 798, 2007;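 active means inhibition of at least 40%; inactive means inhibition below 40%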;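 further: fluorescence of freed AMC excited at 355 nm; 0% = enzyme without compound and 100% = no enzyme blank; many of its hits are not listed in these tables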
# Runt-CBFb FRET – inhibitors of RUNX1 Runt–CBFb binding, primary screen, biochemical, FRET, Cerulean-Runt, Venus-CBFb, uHTS. Cerulean-Runt/Venus-CBFb FRET ratio 530/480, 1 h. Runt-related transcription factor 1 (Homo sapiens) + Core-binding factor subunit beta …. 0.46% of 220,000 active. inhibition, % at 20 µM;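 active means inhibition over about 50% at 20 µM in the single-dose screen, limit read from the data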;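 further: 0% = DMSO wells and 100% = excess unlabeled CBFb competitor control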
#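 Reagent – Venus-CBFb binding partner, 100 nM · Assay system – Cerulean-tagged RUNX1 Runt domain (FRET donor) fusion protein · Input – 100 nM per protein · Incubation – two 1 h room-temperature incubations shielded from light · Measured by – FRET fluorescence · Medium – Tris buffer pH 7.5 with salts and BSA · Benchmarks – unlabeled CBFb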
# Hck Nef HTS – inhibitors of Nef-activated human Hck kinase, primary screen, biochemical, Z-Lyte FRET, 384-well, Hck-YEEI | AID 463187, 2010 | Recombinant Hck-YEEI plus Nef, Z-Lyte FRET kinase assay | inhibition, % at 20 µM | Tyrosine-protein kinase HCK (Homo sapiens), P08631 | 0.68% of 220,000 active;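 active means Hck-Nef kinase inhibition above about 50%, limit read from the data; inactive means inhibition below that limit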;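 further: 0% = DMSO with Hck plus Nef and 100% = Hck alone without Nef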
# Target sequence (P08631 whole entry, looked up): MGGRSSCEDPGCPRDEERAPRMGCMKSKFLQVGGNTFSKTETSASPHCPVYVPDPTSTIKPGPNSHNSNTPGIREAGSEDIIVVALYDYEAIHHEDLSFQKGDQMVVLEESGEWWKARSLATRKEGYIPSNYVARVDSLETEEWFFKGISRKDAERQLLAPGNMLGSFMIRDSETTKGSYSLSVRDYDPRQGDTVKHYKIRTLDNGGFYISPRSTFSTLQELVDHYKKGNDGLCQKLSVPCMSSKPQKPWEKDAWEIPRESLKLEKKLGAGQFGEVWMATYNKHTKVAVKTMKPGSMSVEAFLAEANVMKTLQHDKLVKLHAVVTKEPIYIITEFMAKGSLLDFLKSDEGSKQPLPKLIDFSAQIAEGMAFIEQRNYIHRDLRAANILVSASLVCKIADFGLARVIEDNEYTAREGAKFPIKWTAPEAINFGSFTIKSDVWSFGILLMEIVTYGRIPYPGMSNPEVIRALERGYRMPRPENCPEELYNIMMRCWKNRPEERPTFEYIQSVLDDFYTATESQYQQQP
# FXIIa inh – human FXIIa protease inhibitors, primary screen, biochemical, 1536-well. 0.3% of 220,000 active. inhibition, % at 5 µM. purified FXIIa, Boc-QGR-AMC fluorogenic substrate, 2 h. Coagulation factor XII (Homo sapiens), P00748; in the data active means inhibition above about 40%;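 further: 0% = enzyme with no compound and 100% = blank without enzyme; many of its hits are not listed in these tables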
# 14-3-3 Bad PPI – inhibitors of 14-3-3 zeta/Bad binding, primary screen, biochemical, TR-FRET, bovine 14-3-3 zeta. inhibition, % at 21.7 µM. TR-FRET 14-3-3zeta/Dy647-pBad peptide displacement, 1 h. 0.71% of 220,000 active;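 active means inhibition above about 70%, limit read from the data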;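 further: 0% = full 14-3-3 plus peptide FRET controls and 100% = background without 14-3-3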
# Target sequence (P63103 whole entry, looked up): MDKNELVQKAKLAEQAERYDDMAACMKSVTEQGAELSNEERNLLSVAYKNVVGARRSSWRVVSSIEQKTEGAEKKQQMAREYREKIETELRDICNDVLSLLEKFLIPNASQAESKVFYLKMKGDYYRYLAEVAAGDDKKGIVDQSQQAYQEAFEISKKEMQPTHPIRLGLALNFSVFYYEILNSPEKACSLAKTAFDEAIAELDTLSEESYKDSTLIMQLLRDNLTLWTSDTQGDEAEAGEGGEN
# Thrombin inh – human alpha-thrombin inhibitors, primary screen, counter-screen for coagulation protease inhibitor project, biochemical, 1536-well, fluorogenic AMC substrate; AID 1046, 2008; Boc-VPR-AMC fluorogenic substrate cleavage; inhibition, % at 5 µM; Prothrombin (Homo sapiens), P00734; 0.26% of 220,000 active;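 active means inhibition at or above 40%; inactive means inhibition below 40%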;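 further: 0% = enzyme with no compound and 100% = wells without enzyme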
#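 Material: human alpha-thrombin enzyme / Medium: pH 7.5 Tris (50 mM) with NaCl 150 mM, Tween 20 0.05% / Compound: single-point dosing at 5 µM, 0.2% DMSO / Incubation: enzyme reaction carried out at room temperature / Detection: AMC fluorescence, 355/460 nm / Read-out basis: percent inhibition scaled between no-compound controls and no-enzyme blanks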
# hK5 inh – human KLK5 protease inhibitors, primary screen, biochemical, 1536-well; inhibition, % at 5 µM; recombinant hK5, fluorogenic AMC substrate cleavage; 0.59% of 210,000 active; Kallikrein-5 (Homo sapiens), Q9Y337;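 active means inhibition of 40% or more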;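 further: 0% = enzyme controls without compound and 100% = no-enzyme blanks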
# Target sequence (Q9Y337 67-293 limits assumed): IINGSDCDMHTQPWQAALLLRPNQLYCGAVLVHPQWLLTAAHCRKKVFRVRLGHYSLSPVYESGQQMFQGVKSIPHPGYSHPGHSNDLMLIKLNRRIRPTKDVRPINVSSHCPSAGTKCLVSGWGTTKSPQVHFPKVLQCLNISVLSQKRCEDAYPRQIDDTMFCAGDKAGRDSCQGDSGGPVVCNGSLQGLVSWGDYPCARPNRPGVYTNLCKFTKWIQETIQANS
# * marks the source's active call; other numbers are inactive results; / = no result given; [ ] = remark or other dose.
SMILES,Runt-SMMHC FRET,Wee1 stabilizer,FXIa inh 1536,Runt-CBFb FRET,Hck Nef HTS,FXIIa inh,14-3-3 Bad PPI,Thrombin inh,hK5 inh
COCCCNC(=S)N/N=C/c1cccc(OC)c1O,-29,3,2,-7,-96,7,-11,-4,-16
COC(=O)c1ccccc1NS(=O)(=O)c1ccc(Cl)nc1,0,1,-3,0,4,4,0,-7,-2
Cc1ccc(-n2c(SCC(=O)N3CCCCC3)nc(O)cc2=O)cc1,2,-2,5,-2,24,14,5,1,6
C/C=C(\C)C(=O)Nc1cccc(C2=NOC3(C2)C[C@H](C(N)=O)N(C(=O)c2cc([N+](=O)[O-])cc([N+](=O)[O-])c2)C3)c1 (stereo not given in full),-1,/,4,1,26,15,-2,4,4
COc1cc(C2Nc3cccc4cccc(c34)N2)cc(OC)c1OC(C)=O,-104,7,-3,-26,-1,1,2[fluorescence artefact?],-4,1
COc1ccc(CC(=O)Nc2ccc(-c3ccc4nnc(C)n4n3)cc2)cc1OC,2,1,-1,-2,-4,10,-1,0,0
COc1ccc(OC)c(-n2c(SCC(=O)Nc3cccc(S(N)(=O)=O)c3)nc3ccccc3c2=O)c1,0,2,-2,-2,-4,6,4,2,4
N#CCOc1nc(N2CCCCC2)nc(N2CCCCC2)n1,0,-2,-6,-1,16,5,1,5,1
O=C(O)/C(=C\c1ccccc1OC(F)F)Sc1nnc(-c2ccc(F)cc2)o1,4,1,3,1,23,8,-6,-3,1
O=C(O)c1cnn2c(C(F)(F)F)cc(-c3ccco3)nc12,-4,0,7,1,-9,21,55,5,0
CCCN(CCC)CC(O)COc1ccc([N+](=O)[O-])cc1 (stereo not given),3,-1,-10,-2,-1,2,-2,-17,-8
CN(C1CCCCC1)S(=O)(=O)c1ccc2c(c1)c(=O)c(C(=O)NCCCN1CCCC1)cn2C,-4,0,4,2,4,9,7,1,-6
CC1CC(C)CN(C(=O)C(NS(=O)(=O)c2ccc3c(c2)oc(=O)n3C)C(C)C)C1 (stereo not given),3,-2,-15,1,4,-5,-5,-5,0
COc1ccc(NC(=O)COC(=O)C2CC3C=CC2C3)cc1 (stereo not given),-1,3,-4,-2,-7,0,-25,3,-11
O=C(N/N=C/C(Br)=C/c1ccccc1)C1CC1,0,-1,32,1,15,23,-8,19,28
CC(C)CCNC(=O)COC(=O)c1ccc(Br)o1,-7,0,-5,1,0,1,-3,-4,-14
Cc1cc(NC(=O)Cn2c(=O)c3c(ncn3CCC(C)C)n(Cc3ccccc3)c2=O)no1,-5,4,-5,/,2,10,/,-1,10
OC(c1cccs1)c1nccc2ccccc12 (stereo not given),-1,2,-2,1,3,15,-9,21,9
c1cc(C2CCCCC2)ccc1Oc1nc(N2CCOCC2)nc(N2CCOCC2)n1,0,-1,6,-2,-2,12,-14,0,-3
Cc1nc(SCC(=O)NCc2ccc3c(c2)OCO3)c(C#N)c2c1CCCC2,3,-2,3,-2,0,14,5,-12,-14
COc1cccc(CNc2ccc(S(N)(=O)=O)cc2)c1OCc1ccccc1F,2,0,5,-2,2,12,-15[fluorescence artefact?],-3,-22
Cc1cccc(C(=O)NC2CCN(S(=O)(=O)c3ccccc3)CC2)c1,-4,-3,5,3,13,14,5,-6,2
C#CCOCCOCCOCCNc1nc(N2CCN(C(=O)[C@H]([C@@H](C)CC)n3cc([C@@H](N)Cc4ccc(O)cc4)nn3)CC2)nc(N2CCN(C(=O)[C@H]([C@@H](C)CC)n3cc([C@@H](N)Cc4ccc(O)cc4)nn3)CC2)n1,2,4,-2,0,-1,6,8,-4,-1
Cc1ccc2cc3c(N)c(C(=O)N4CC(=O)Nc5ccccc54)sc3nc2c1,-5,-1,-2,6,-4,7,30[fluorescence artefact?],1,1
O=c1c(Cl)c(N2CCN(c3ccccc3)CC2)cnn1C12CC3CC(CC(C3)C1)C2,-2,-1,3,2,2,6,-10,-3,-9
CSc1nc2ccccc2n1CC(=O)Nc1ccc(C)c(C)c1,6,-2,9,0,-7,11,9,0,-9
CCOC(=O)CCCNC(=O)c1cncc(O)c1,3,-1,-3,0,1,13,44,-7,-19
CC(C)(C)c1nc(N2CCN(C(=O)c3ccco3)CC2)c2nnn(Cc3ccccc3)c2n1,-4,2,1,/,1,16,18,0,-7
C/C(=N/NC(=O)c1cc(C(C)C)[nH]n1)c1cccs1,2,0,-2,1,-2,-4,5,-19,1
COc1ccccc1CNC(=O)CSc1ccc(-c2ccncc2)nn1,2,-3,-1,0,7,5,2,-9,-4
CN1/C(=C\C(=O)Nc2cccc(Cl)c2)C(C)(C)c2ccccc21,1,19*,-3,2,0,3,-5,1,-5
Nc1cc(-c2cccc([N+](=O)[O-])c2)[nH]n1,4,0,-6,2,1,4,-7,-15,-11
Cc1ccc(-c2cc(C(=O)OCC(=O)N(C)C3CCS(=O)(=O)C3)c3ccccc3n2)o1 (stereo not given),16,0,29,19,21,34,-2,-1,22
CCCc1sc(N/N=C/c2ccccn2)nc1-c1ccc(Br)cc1,6,-2,9,0,0,10,-6[fluorescence artefact?],5,-22
CCO[C@@H]1OC(C(=O)NCc2ccccc2)=C[C@H](c2ccc3c(c2)OCO3)[C@H]1CCCO,1,8,0,-1,16,5,-2,-3,0
COCCNC(=O)C(c1ccc(Cl)cc1)N(CCOC)C(=O)CCC(=O)Nc1nccs1 (stereo not given),-2,1,-4,1,16,0,-5,-6,-4
COc1ccc(C(=O)/C=C/c2cn(CN3CCN(C)CC3)c3ccccc23)cc1,6,1,2,8,9,15,-7,3,13
O=C(NC1CC2CCC(C1)N2Cc1ccco1)c1ccccc1 (stereo not given),5,-2,5,0,10,12,-9,1,-8
CCOC(=O)N1CCN(c2ncnc3nc[nH]c23)CC1,-1,-2,8,0,3,6,-3,0,4
CC(=O)CSc1ccc(C(=O)O)cn1,1,1,2,0,6,5,11,-6,-13
CCSc1nnc([C@@H](NC(=O)OC(C)(C)C)C(C)C)o1,1,-3,-1,1,13,4,-11,-5,0
O=C(CNC(=S)NC(=O)c1ccccc1Br)c1ccccc1,-12,-1,16,20,-13,14,0,1,8
CCOc1ccc(NC(=O)CN(C)CC(=O)Nc2ccccc2SC)cc1OCC,0,-1,18,0,2,19,16,15,0
CCCc1nc2c(nnn2Cc2ccccc2Cl)c(=O)[nH]1,2,3,-10,1,20,3,-19,-4,-8
CC(c1ccco1)N(C(=O)COc1ccc(Cl)cc1)c1ccccn1 (stereo not given),-4,0,-3,3,0,6,-6,-7,-23
O=C(Cc1nn[nH]n1)NCCC1=CCCCC1,-2,-2,17,1,-1,24,7[fluorescence artefact?],3,-8
Cc1ccccc1NC(=S)NCc1cccs1,-3,-3,-2,1,-20,10,-10,-7,-37
CC(C)NS(=O)(=O)c1ccc(OCC(=O)N2CCCC2)cc1,2,-1,12,2,8,19,-5,2,-8
Cc1cc(C)nc(-n2nc(C)cc2NC(=O)CNC2CCCCC2)n1,-1,-1,6,0,0,14,5,-1,4
O=C(Cc1ccccc1)Nn1cnc2ccccc21,1,-1,-12,1,0,3,78*,-16,-19
# New compounds follow
SMILES,Runt-SMMHC FRET,Wee1 stabilizer,FXIa inh 1536,Runt-CBFb FRET,Hck Nef HTS,FXIIa inh,14-3-3 Bad PPI,Thrombin inh,hK5 inh
COc1ccc(C(=O)Nn2cnnc2)cc1OC,19,2,8,22,-5,13,-1,21,9
O=c1c2ccccc2ncn1CCCSc1ccc(Cl)cc1,2,-2,-3,4,2,13,-4,-4,0
Cc1ccc(-n2nc(C(=O)N/N=C/c3cccc(C(F)(F)F)c3)c3ccccc3c2=O)cc1C,1,-3,2,-1,1,14,4,-9,-5
O=C(Cn1nnc2ccccc21)C1CC1,-1,-3,4,0,-2,17,9[fluorescence artefact?],1,15

# Not a retest: twelve of the compounds above.
SMILES,Runt-SMMHC FRET,Wee1 stabilizer,FXIa inh 1536,Runt-CBFb FRET,Hck Nef HTS,FXIIa inh,14-3-3 Bad PPI,Thrombin inh,hK5 inh
CCOc1ccc(NC(=O)CN(C)CC(=O)Nc2ccccc2SC)cc1OCC,0,-1,18,0,2,19,16,15,0
CCCc1nc2c(nnn2Cc2ccccc2Cl)c(=O)[nH]1,2,3,-10,1,20,3,-19,-4,-8
CC(c1ccco1)N(C(=O)COc1ccc(Cl)cc1)c1ccccn1 (stereo not given),-4,0,-3,3,0,6,-6,-7,-23
O=C(Cc1nn[nH]n1)NCCC1=CCCCC1,-2,-2,17,1,-1,24,7[fluorescence artefact?],3,-8
Cc1ccccc1NC(=S)NCc1cccs1,-3,-3,-2,1,-20,10,-10,-7,-37
CC(C)NS(=O)(=O)c1ccc(OCC(=O)N2CCCC2)cc1,2,-1,12,2,8,19,-5,2,-8
Cc1cc(C)nc(-n2nc(C)cc2NC(=O)CNC2CCCCC2)n1,-1,-1,6,0,0,14,5,-1,4
O=C(Cc1ccccc1)Nn1cnc2ccccc21,1,-1,-12,1,0,3,78*,-16,-19
COc1ccc(C(=O)Nn2cnnc2)cc1OC,19,2,8,22,-5,13,-1,21,9
O=c1c2ccccc2ncn1CCCSc1ccc(Cl)cc1,2,-2,-3,4,2,13,-4,-4,0
Cc1ccc(-n2nc(C(=O)N/N=C/c3cccc(C(F)(F)F)c3)c3ccccc3c2=O)cc1C,1,-3,2,-1,1,14,4,-9,-5
O=C(Cn1nnc2ccccc21)C1CC1,-1,-3,4,0,-2,17,9[fluorescence artefact?],1,15
